# Avidin bead fluor: compound fluoresces at 488/530 nm on avidin beads | compound fluorescence 488/530 nm, flow cytometry; hits give high values | fluorescence (KMESF) at 10 µM | 0.38% of 220,000 active; in the data active means fluorescence above about 47; further: inactives centre near 10
# Mcl-1 Bim block: inhibitors of Bim-Mcl-1 interaction, human; Bead-based flow cytometry, Bim peptide-Mcl-1 binding; inhibition, % at 10 µM; 0.1% of 190,000 active; in the data active means inhibition above about 40%;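 further: 0% = no compound tracer wells and 100% = peptide blocker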
# Target sequence (Q07820 whole entry, looked up): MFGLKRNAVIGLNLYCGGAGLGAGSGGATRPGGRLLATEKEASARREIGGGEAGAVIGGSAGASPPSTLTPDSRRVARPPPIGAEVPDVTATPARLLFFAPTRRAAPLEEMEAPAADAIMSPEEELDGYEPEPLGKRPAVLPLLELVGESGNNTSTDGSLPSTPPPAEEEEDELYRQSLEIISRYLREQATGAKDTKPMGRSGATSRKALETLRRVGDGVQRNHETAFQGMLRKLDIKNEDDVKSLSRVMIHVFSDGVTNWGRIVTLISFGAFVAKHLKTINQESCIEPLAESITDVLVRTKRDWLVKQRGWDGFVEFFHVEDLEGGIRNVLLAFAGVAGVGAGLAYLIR
# GSH bead fluor: compound fluoresces at 488/530 nm on GSH beads | GSH beads flow cytometry, compound fluorescence 488/530 nm; hits give high values | 0.25% of 190,000 active | fluorescence (KMESF) at 10 µM | AID 1776; in the data active means fluorescence above about 89;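 further: glutathione beads carrying GST-tagged Bcl family fusion proteins plus one bare bead set; values are compound well signal with DMSO vehicle wells as background; inactives centre near 16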
# ABCB1 block: inhibitors of human ABCB1 transporter, ABCG2 counter-screen; P08183; 0.067% of 190,000 active; CCRF-Adr cells, JC-1 efflux, flow cytometry; inhibition, % at 6.6 µM; in the data active means inhibition above about 40%;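 further: 0% = vehicle and 100% = reference inhibitor; higher value means more JC-1 retained so stronger ABCB1 efflux block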
# RGS4-Gao reg: human RGS4-Galphao interaction regulation; Multiplexed bead flow cytometry, RGS4-Galphao binding; actives lie on both sides; binding response (% of control), % at 10 µM; 0.33% of 220,000 active; AID 1415; in the data active means binding response below about 49% or above about 150%; inactive means in between;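 further: fluorescent Galphao activated with aluminum fluoride binding bead-coupled RGS4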
# Target sequence (P09471 whole entry, looked up): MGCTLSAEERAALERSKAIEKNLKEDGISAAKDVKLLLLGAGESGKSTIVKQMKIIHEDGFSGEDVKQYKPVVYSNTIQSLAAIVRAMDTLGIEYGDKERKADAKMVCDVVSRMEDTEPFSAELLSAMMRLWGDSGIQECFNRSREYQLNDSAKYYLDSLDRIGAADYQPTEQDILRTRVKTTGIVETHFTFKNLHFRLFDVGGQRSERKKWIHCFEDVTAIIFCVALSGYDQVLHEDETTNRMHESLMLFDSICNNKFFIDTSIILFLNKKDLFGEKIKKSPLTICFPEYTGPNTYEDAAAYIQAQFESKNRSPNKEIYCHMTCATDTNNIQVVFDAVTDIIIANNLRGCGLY
# Mcl1 Bid PPI: Mcl-1/Bid interaction inhibition | Q07820 | TR-FRET Mcl-1/Bid-Dy647 peptide binding, 1536-well | inhibition, % at 21.7 µM | 0.97% of 220,000 active | AID 1021;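 active means compounds that cut the binding signal by more than half at the single screening dose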;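 further: His-tagged Mcl-1 with europium anti-His antibody binding Bid BH3 peptide; 0% = Mcl-1 plus peptide wells and 100% = peptide-only wells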
# RGS8-Gao reg: human RGS8-Galphao interaction regulation | P09471 | AID 1423 | 0.34% of 220,000 active | response (percent of control binding), % at 10 µM | multiplexed bead flow cytometry, RGS8-Galphao binding; actives lie on both sides; in the data active means response below about 60% or above about 140%; inactive means in between;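 further: Galphao activated as the GDP aluminium fluoride complex binding bead-coupled RGS8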
# Pf gametocyte: P. falciparum stage V gametocyte viability inhibition. AID 743093. P. falciparum stage V gametocytes, ATP luminescence, 24 h. inhibition, % at 10.9 µM. 0.065% of 150,000 active;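 active means inhibition above the mean plus 3 SD of compounds within the control limits, set per campaign, cut at about 38% in these data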;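 further: 0% = DMSO wells and 100% = medium only without gametocytes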
# RGS7-Gao: modulates binding of RGS7 to human Galphao; P09471; binding response (% of control), % at 10 µM; 0.35% of 220,000 active; Multiplexed bead flow cytometry; actives lie on both sides; in the data active means binding response below about 49% or above about 150%; inconclusive means no clear call, values can overlap the other calls; inactive means in between;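 further: fluorescent Galphao held in activated GDP-AlF4 state binding bead-coupled RGS7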
# ABCG2 block: human ABCG2 inhibition, ABCB1 as counter-screen. Q9UNQ0. IgMXP3 cells, JC-1 efflux, flow cytometry. 0.1% of 190,000 active. inhibition, % at 6.6 µM;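 active means inhibition above 80%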;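 further: 0% = DMSO and 100% = nicardipine control wells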
#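 Read-out basis: Efflux inhibition in percent versus controls | Test system: ABCG2 IgMXP3 and barcoded ABCB1 CCRF-Adr cell mix | Quantity: 3 million cells/mL in well | Schedule: 10 min at 25 °C | Control set: Nicardipine as high control, DMSO as low control | Reagent: JC-1 as fluorescent efflux pump substrate | Signal: Flow cytometry of retained JC-1 fluorescence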
# Mcl1-Noxa inh: Mcl-1/Noxa interaction inhibition; 1.5% of 220,000 active; TR-FRET Mcl-1/Noxa peptide binding, 2 h; inhibition, % at 21.7 µM;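 active means compounds that cut the protein-peptide binding signal by more than 50% relative to plate controls in a single-dose test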;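 further: His-tagged Mcl-1 with rhodamine Noxa BH3 peptide and terbium anti-His antibody; 0% = Mcl-1 plus Noxa peptide wells and 100% = peptide-only wells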
# Numbers without * were called inactive; ? = inconclusive; . = no result given.
SMILES,Avidin bead fluor,Mcl-1 Bim block,GSH bead fluor,ABCB1 block,RGS4-Gao reg,Mcl1 Bid PPI,RGS8-Gao reg,Pf gametocyte,RGS7-Gao,ABCG2 block,Mcl1-Noxa inh
O=[N+]([O-])c1cc(Cl)ccc1Sc1cccc2cccnc12,7,-1,46,0.5,100,-29,100,7,100,2,7
Cc1cc(C2=NNC(=NCCc3ccccc3)SC2)c(C)n1-c1c(C)n(C)n(-c2ccccc2)c1=O,6,.,.,.,93,-141,95,-18,?,.,8
CCOC(=O)N1CCN(C(=O)c2cc(S(=O)(=O)N3CCCC3)cn2C)CC1,6,1,12,0.1,95,-1,89,.,94,0,2
COC(C[C@@H]1O[C@@H]1[C@H](O)COCc1ccccc1)OC,8,.,.,.,98,-21,100,.,?,.,-11
Cc1ccc(N2CCN(CCc3nc4cc(NC(=O)c5ccco5)ccc4n3C)CC2)cc1,19,-4,29,0.7,104,-23,101,0,104,40,3
Cc1ccc(NC(=O)COc2ncnc3cc([N+](=O)[O-])ccc23)cc1S(=O)(=O)N1CCOCC1,6,.,.,.,102,1,102,-6,?,.,49
COc1ccc(-c2cc(C(=O)N3CCN(c4ccccc4)CC3)c3ccccc3n2)cc1,5,0,18,1.8,105,-25,112,13,113,3,-8
CC(C)N(CCC#N)C(=O)Nc1ccc2c(c1)CCO2,6,.,.,.,100,-11,100,-18,?,.,8
COc1cc(OC)c(NC(=O)CCNC(=O)Cn2cnc3ccccc3c2=O)cc1Cl,11,-4,24,0.1,99,-22,101,3,101,0,10
C#CCNC(=O)C1=C[C@@H](c2ccc(Br)cc2)C[C@@H](OCc2ccc(CO)cc2)O1,5,-6,17,0.0,103,5,100,.,101,0,-26
O=C(/C=C/c1ccc(Cl)c(Cl)c1)n1cccn1,36,-2,13,0.0,103,-3,101,.,101,0,7
CCN1C(=O)/C(=C/N(C(C)=O)c2ccccc2)N(c2ccccc2)C1=S,3,-6,6,1.7,88,-11,90,-44,88,3,45
CC(C)c1nc(CNC(=O)c2cc(COc3c(F)cccc3F)on2)cs1,5,4,16,1.8,98,-60,100,4,100,4,11
O=C(COC(=O)c1ccc([N+](=O)[O-])s1)NCc1ccccc1,14,-4,12,0.6,101,-17,99,.,102,13,15
CCOC(=O)C1=C(C)OC(N)=C(C#N)C1c1cc2ccccc2nc1N1CCCCC1 (stereo unspecified),21,0,16,0.9,100,-5,100,.,100,4,17

# The list goes on, overlapping the part above by six compounds.
SMILES,Avidin bead fluor,Mcl-1 Bim block,GSH bead fluor,ABCB1 block,RGS4-Gao reg,Mcl1 Bid PPI,RGS8-Gao reg,Pf gametocyte,RGS7-Gao,ABCG2 block,Mcl1-Noxa inh
C#CCNC(=O)C1=C[C@@H](c2ccc(Br)cc2)C[C@@H](OCc2ccc(CO)cc2)O1,5,-6,17,0.0,103,5,100,.,101,0,-26
O=C(/C=C/c1ccc(Cl)c(Cl)c1)n1cccn1,36,-2,13,0.0,103,-3,101,.,101,0,7
CCN1C(=O)/C(=C/N(C(C)=O)c2ccccc2)N(c2ccccc2)C1=S,3,-6,6,1.7,88,-11,90,-44,88,3,45
CC(C)c1nc(CNC(=O)c2cc(COc3c(F)cccc3F)on2)cs1,5,4,16,1.8,98,-60,100,4,100,4,11
O=C(COC(=O)c1ccc([N+](=O)[O-])s1)NCc1ccccc1,14,-4,12,0.6,101,-17,99,.,102,13,15
CCOC(=O)C1=C(C)OC(N)=C(C#N)C1c1cc2ccccc2nc1N1CCCCC1 (stereo unspecified),21,0,16,0.9,100,-5,100,.,100,4,17
COc1ccc(/C=C/C(=O)c2ccncc2)c2ccccc12,3,0,9,1.7,101,-14,99,9,104,9,43
CCOc1nc(C)nc(NC(=O)NS(=O)(=O)c2ccccc2Cl)n1,17,0,11,0.4,104,-3,106,.,106,1,9
Cn1c(SCC(=O)O)nnc1C1CCCCC1,9,0,25,0.0,103,-5,102,-1,104,-1,1
O=C(O)CCN1C(=O)/C(=C\c2ccncc2)SC1=S,10,0,19,0.7,102,-36,101,-9,99,1,-8
O=C(c1cc2nc(-c3cccs3)cc(C(F)(F)F)n2n1)N1CCCc2ccccc21,7,0,34,20,105,-6,105,.,105,100*,9
O=C1CC(N2CCN(Cc3ccc4c(c3)OCO4)CC2)C(=O)N1Cc1ccc(N2CCCC2=O)cc1 (stereo unspecified),10,-2,13,0.8,96,-21,100,.,97,1,0
CCOC(=O)C(NC(=O)c1ccccc1)=C1CCCCC1,7,3,5,0.7,102,-9,104,2,105,10,1
COc1ccc(-n2c(C)c(C(C)=O)c(C(C)=O)c2C)cc1OC,37,-1,25,0.7,98,-20,100,.,100,0,0
O=CN(/C=C1\Sc2ccccc2C1=O)Cc1ccccc1,7,1,16,0.0,103,-5,101,-1,106,0,23
C=CCn1c(O)c(N=NC(=O)c2cccnc2)c2cc(Br)ccc21,5,.,.,.,102,-12,101,13,?,.,5
Fc1ccc(C2CCCCN2Cc2nc(CC3CC3)no2)cc1 (stereo unspecified),5,0,12,1.9,122,-41,116,-6,121,4,30
COc1cc(CNc2ccc3[nH]c(=O)[nH]c3c2)cc(Br)c1OCC(=O)NC(C)(C)C,10,0,10,0.0,100,-32,97,-1,101,3,20
CCN(CC)S(=O)(=O)c1ccc(-c2nnc(SC)o2)cc1,13,0,11,0.4,100,-3,100,4,97,7,0
Cc1cc(Cl)c(S(=O)(=O)NCc2ccccc2)cc1OCC(N)=O,13,-3,34,0.8,101,-22,100,-29,100,7,8
CC12C=CC3(O1)C(C(=O)N(c1cccnc1)C3C(=O)NC1CCCCC1)C2C(=O)Nc1ccccc1 (stereo unspecified),5,0,56,-0.1,106,-6,100,-20,101,0,-1
CNC(=S)N(Cc1cc2ccc(OC)cc2[nH]c1=O)CC1CCCO1 (stereo unspecified),22,1,15,0.6,104,-14,108,-20,104,1,-1
COc1cccc(C(=O)CSc2nnnn2C2CCCCC2)c1,14,0,21,0.3,103,-2,102,.,100,3,9
Cc1nc(C#N)c(NCc2ccc3c(c2)OCO3)o1,7,-1,30,-0.1,75,-18,89,9,79,0,2
C(=N\NC(=Nc1ccccc1)c1ccccn1)/c1ccccn1,7,-1,21,-0.1,89,-31,90,-1,95,-2,4
CC(C)(C)c1cc(C(=O)Nc2cccc3ccccc23)ccn1,7,-4,15,0.8,103,-3,101,-19,103,5,1
COc1ccccc1NS(=O)(=O)c1cccc(NC(=O)c2sc3ccccc3c2Cl)c1,10,0,17,-1.3,96,-25,96,-12,100,-1,-9
Cc1ccc2[nH]c(=O)c(CN(CCN3CCOCC3)C(=O)Nc3ccc(F)cc3)cc2c1,14,-1,27,-2.2,102,-28,101,.,99,-1,-12
COc1ccc(OCC(=O)N2CCN(c3nnc(-c4ccc(C)cc4)c4ccccc34)CC2)cc1,5,.,.,.,97,-5,99,5,?,.,8
OCCC1CN(Cc2cccn2-c2cccnc2)CCN1C1CCCCC1 (stereo unspecified),3,1,10,0.0,101,-31,100,-4,103,-2,-10
COc1ccc(OC)c(NC(=O)COC(=O)/C=C/c2ccccc2Cl)c1,11,-2,13,0.6,102,-8,101,.,103,46,5
O=C(NCc1nnc(SCC(=O)N2CCOCC2)o1)c1ccccc1F,23,-1,11,0.9,102,-35,103,8,102,3,6
O=C(NCCc1ccc(Cl)cc1)c1n[nH]c2ccccc12,9,7,14,-0.2,99,-18,99,-12,?,5,6
CCC(=O)NCCC(c1ccco1)c1ccccc1OC (stereo unspecified),18,19,9,-0.9,93,-10,89,-14,92,-4,6
Cc1nn(Cc2ccccc2Cl)c(C)c1NC(=O)c1cc(-c2ccc(F)cc2)on1,17,0,29,3.0,104,-10,101,11,102,12,11
O=C1Nc2ccccc2N(O)N1c1ccc(Cl)cc1,12,-2,15,0.8,104,5,103,-11,97,4,2
O=C(Cc1ccc(-n2cnnn2)cc1)NC12CC3CC(CC(C3)C1)C2,12,8,28,0.8,100,-8,100,.,100,8,-10
CC(Oc1ccc(Cl)cc1Cl)c1nc(-c2ccc(NC(=O)c3ccccn3)cc2)no1 (stereo unspecified),7,7,108*,0.5,104,4,102,.,104,15,-9
Cc1cc(C)n2nc(S(=O)(=O)NC3CCCCC3)nc2n1,8,1,23,-2.5,101,2,101,.,97,-3,5
CC1(C)CC(N2CCN(c3ccccc3)CC2)=CC(=[N+]2CCCC2)C1,9,-3,36,-0.2,99,12,101,.,102,0,38
c1ccc(Cn2c(SCc3cn4cccnc4n3)nnc2-c2ccco2)cc1,9,0,38,-0.3,98,.,102,.,101,4,.
COc1ccc(C2=Nn3c(nnc3-c3ccco3)SC2)cc1OC,38,25,4,1.0,99,2,99,15,100,6,6
CCOc1ccccc1NC(=S)Nc1ccccc1F,11,-5,28,1.2,90,-27,95,.,99,7,0
COc1ccc(N=c2cc(-c3ccc(OC)cc3)oc3ccccc23)cc1,5,0,9,3.9,99,12,113,-7,99,20,12
Cc1cc(C2=NNC(=NCc3ccccc3)SC2)c(C)n1-c1c(C)n(C)n(-c2ccccc2)c1=O,4,-7,15,-0.2,93,-16,96,8,88,0,31
O=S(=O)(c1ccc(OCC(O)CN2CCN(c3ccccc3O)CC2)cc1)N1CCOCC1 (stereo unspecified),7,-5,21,0.5,104,-22,102,.,103,0,3
CCOc1ccccc1Oc1c(C)oc2c(CN3CCN(C)CC3)c(O)ccc2c1=O,34,3,20,-0.1,93,-18,100,15,94,0,-2
O=C(COC(=O)c1cc(=O)[nH]c2ccccc12)Nc1nccs1,7,.,.,.,95,-9,98,11,?,.,29
C/C(=N\NC(=O)CNC(=O)C(c1ccccc1)c1ccccc1)c1ccccc1,10,-24,11,0.1,102,-13,101,8,101,-1,7

# Record cards, as listed above:
# CC1(C)CC(N2CCN(c3ccccc3)CC2)=CC(=[N+]2CCCC2)C1 across the screens: Avidin bead fluor: 9; Mcl-1 Bim block: -3; GSH bead fluor: 36; ABCB1 block: -0.2; RGS4-Gao reg: 99; Mcl1 Bid PPI: 12; RGS8-Gao reg: 101; Pf gametocyte: .; RGS7-Gao: 102; ABCG2 block: 0; Mcl1-Noxa inh: 38
# O=C(COC(=O)c1cc(=O)[nH]c2ccccc12)Nc1nccs1 across the screens: Avidin bead fluor: 7; Mcl-1 Bim block: .; GSH bead fluor: .; ABCB1 block: .; RGS4-Gao reg: 95; Mcl1 Bid PPI: -9; RGS8-Gao reg: 98; Pf gametocyte: 11; RGS7-Gao: ?; ABCG2 block: .; Mcl1-Noxa inh: 29
# CCOc1ccccc1NC(=S)Nc1ccccc1F across the screens: Avidin bead fluor: 11; Mcl-1 Bim block: -5; GSH bead fluor: 28; ABCB1 block: 1.2; RGS4-Gao reg: 90; Mcl1 Bid PPI: -27; RGS8-Gao reg: 95; Pf gametocyte: .; RGS7-Gao: 99; ABCG2 block: 7; Mcl1-Noxa inh: 0

# From PubChem

# Rows were taken by chance. About 3.3% of those tested had a hit in this group.
